Screening data deposited in PubChem BioAssay by Broad Institute.
DENV2 CPE = protects cells from dengue virus 2 cytopathic effect. DENV2-infected cells, cytopathic effect rescue, plate reader. CPE inhibition, % at 9.99 µM. 350,000 tested, 1.7% active. AID 651640; in the data active = CPE inhibition above about 20%, passing the limit was not always enough; inconclusive = no clear call, values can overlap the other calls; tested in BHK-21 cells;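 also: 0% = median of neutral control wells and 100% = median of positive control wells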
ERp5 block = inhibitors of human ERp5 | Q15084 | ERp5 insulin aggregation, absorbance 650 nm, 90 min | inhibition, % at 9.99 µM | 350,000 tested, 0.05% active | AID 651711;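 active = mean replicate inhibition above about 25%, with every replicate also reaching it, limit read from the data, passing the limit was not always enough; inconclusive = only one of those two criteria met; inactive = neither criterion met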
Target sequence (Q15084 whole entry, looked up): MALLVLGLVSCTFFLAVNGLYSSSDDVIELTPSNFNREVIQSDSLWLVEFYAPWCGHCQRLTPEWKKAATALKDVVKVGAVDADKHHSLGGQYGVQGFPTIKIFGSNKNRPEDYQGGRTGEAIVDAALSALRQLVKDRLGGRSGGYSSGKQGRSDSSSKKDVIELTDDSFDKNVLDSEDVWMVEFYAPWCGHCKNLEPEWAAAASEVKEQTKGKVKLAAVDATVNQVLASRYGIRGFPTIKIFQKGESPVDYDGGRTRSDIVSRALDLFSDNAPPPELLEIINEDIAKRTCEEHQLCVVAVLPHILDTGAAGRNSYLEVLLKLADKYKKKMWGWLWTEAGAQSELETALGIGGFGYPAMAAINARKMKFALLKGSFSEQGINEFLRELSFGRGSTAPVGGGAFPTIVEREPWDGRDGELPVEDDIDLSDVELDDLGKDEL
CASP6 VEID inh = caspase-6 (human) enzyme inhibition | P55212 | purified caspase-6, Z-VEID-R110 cleavage fluorescence | inhibition, % at 12.5 µM | 350,000 tested, 0.53% active | AID 686996;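 active = mean inhibition across replicates at least about 35%, with every replicate also reaching that limit, limit read from the data; inconclusive = only one of the two criteria met; inactive = neither criterion met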;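 also: 0% = median of neutral control wells and 100% = no fluorescence left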
Target sequence (P55212 24-179 limits assumed): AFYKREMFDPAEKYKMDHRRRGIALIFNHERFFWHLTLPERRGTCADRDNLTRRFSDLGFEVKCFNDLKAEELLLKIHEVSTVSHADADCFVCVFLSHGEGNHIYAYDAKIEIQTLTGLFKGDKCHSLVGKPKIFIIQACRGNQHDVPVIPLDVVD
Target sequence (P55212 194-293 limits assumed): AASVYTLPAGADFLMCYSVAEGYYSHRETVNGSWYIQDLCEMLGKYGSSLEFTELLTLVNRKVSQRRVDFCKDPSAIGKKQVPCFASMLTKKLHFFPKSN
miR-122 sensor = inhibitors of miR-122 in Huh7 cells | Huh7 miR-122 Renilla luciferase sensor, 48 h; neutral wells = 0, positive control = 100 | activation (reporter increase), % at 12.5 µM | 340,000 tested, 0.3% active | AID 602342;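 active = mean replicate activation score at least 90 and every replicate individually at or above 90; inconclusive = only one of the two criteria met; inactive = neither criterion met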;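 also: higher luciferase means less miR-122 activity so hits act as miR-122 inhibitors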
CFTR F508del cor = correctors of CFTR F508del function in bronchial epithelial cells | CFBE cells, YFP halide quenching; stimulated with forskolin plus potentiator P3; % fluorescence drop versus neutral controls | activity (quench increase), % at 7.58 µM | 350,000 tested, 0.36% active | AID 720511;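 active = mean added fluorescence quench of at least 8% versus neutral control, with both replicates also reaching 8%; inconclusive = only one of the mean or replicate conditions met; inactive = mean below 8% and not both replicates reaching 8%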;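 also: cells transiently co-express mutant CFTR-F508del with the halide-sensitive YFP; corrector assay measuring rescue of mutant channel to the surface after 24 h compound exposure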
SIRT5 block = inhibitors of human sirtuin-5 desuccinylase. Q9NXA8. 330,000 tested, 1.1% active. Purified SirT5, succinyl-peptide AMC, trypsin-coupled fluorescence. inhibition, % at 15 µM; in the data active = inhibition above about 15%; inconclusive = no clear call, values can overlap the other calls
Target sequence (Q9NXA8 whole entry, looked up): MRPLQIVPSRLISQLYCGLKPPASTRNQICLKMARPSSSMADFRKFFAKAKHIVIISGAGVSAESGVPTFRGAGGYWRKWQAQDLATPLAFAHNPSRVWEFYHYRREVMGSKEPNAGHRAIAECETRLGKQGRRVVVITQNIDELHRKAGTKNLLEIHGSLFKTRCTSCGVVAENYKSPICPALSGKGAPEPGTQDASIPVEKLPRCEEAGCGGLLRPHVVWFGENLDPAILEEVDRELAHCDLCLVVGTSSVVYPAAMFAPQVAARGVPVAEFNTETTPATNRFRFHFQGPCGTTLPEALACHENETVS
ERAP1 HTS inh = blocks human ERAP1 aminopeptidase activity; inhibition, % at 10.7 µM; 340,000 tested, 0.15% active; Q9NZ08; AID 652197; recombinant ERAP1, Leu-AMC fluorescence, 60 min;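 active = mean replicate inhibition of at least 30%, or all replicates individually reaching that 30% level; inactive = mean below 30% and not every replicate reaching it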;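 also: 0% = neutral control wells and 100% = L-leucinethiol positive control wells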
An asterisk follows results filed as active; ? = inconclusive; . = not tested or not shown; [ ] = dose if it differs, or a comment.

SMILES	DENV2 CPE	ERp5 block	CASP6 VEID inh	miR-122 sensor	CFTR F508del cor	SIRT5 block	ERAP1 HTS inh
COc1cc(S(=O)(=O)n2cnc(C)c2)ccc1Br	-0.8	-1.6	-1.6	-4.2	1.2	-1.2	14.9
CCN(C(=O)COC(=O)CN1C(=O)c2ccccc2C1=O)c1ccccc1	-4.7	1.3	-4.3	-1.6	1.2	-1.6	-7.0
CN(Cc1ccc(Cl)cc1)C(c1cc2ccccc2o1)c1nnnn1C(C)(C)C (stereo not drawn)	-4.9	-2.2	-1.4	.	-0.9	1.1	0.4
O=C(C[C@H]1C=C[C@H](NC(=O)Nc2ccc(F)cc2)[C@H](CO)O1)NCc1ccccn1	16.6	4.3	0.9	.	4.1	-0.1	-3.2
CCCN(CC(=O)Nc1ccccc1OC)C(=O)c1ccncc1	15.5	2.8	0.8	5.9	-2.7	.	4.0
COCCn1c(SCC(=O)N2CCOCC2)nnc1-c1ccncc1	3.6	-1.2	-2.0	.	-4.3	0.3	2.5
C[C@@H]1CN([C@H](C)CO)C(=O)c2cc(NC(=O)Nc3ccc(F)cc3)ccc2O[C@@H]1CN(C)C	-2.3	-0.4	2.4	-3.7[16.7 µM]	3.4	-1.6	0.1
Cc1ccccc1NC(=S)Nc1ccc(Br)cc1	-7.0	-4.7	-2.4	.	.	3.1	2.0
Cc1c(C(=O)OCC(=O)NCc2ccco2)cccc1[N+](=O)[O-]	5.5	3.1	18.1	-12.7	-2.9	-11.1	-2.8
Cc1ccc(C(=O)NC(=S)c2c(C)cc3ccccn23)cc1	84.8*	1.8	-1.6	5.4	-2.5	.	2.0
CCc1nnc(NC(=O)Cc2c[nH]c3ccccc23)s1	-3.8	-1.3	-1.0	.	2.5	-5.2	0.9
COc1ccc(Cl)cc1C=CC=Nc1ccc(S(N)(=O)=O)cc1	-0.5	-11.6	-0.8	.	1.1	-0.1	-0.6
COc1cc(/C=C/c2cc(C(=O)O)c3ccccc3n2)ccc1OC(F)F	3.9	-1.5	-1.5	-3.3	0.1	2.9	6.3
CC1CN(C(=O)COC(=O)c2cccc(NS(=O)(=O)c3ccccc3)c2)CC(C)O1 (stereo not drawn)	0.9	-2.4	0.0	3.3	-1.0	-2.0	3.2
Cc1cc(OCC(=O)NC2CCN(Cc3ccccc3)CC2)c2c(C)cc(=O)oc2c1	6.4	1.4	-4.0	-2.9	-0.6	5.0	1.0
O=C(C[C@H]1C[C@H]2c3cc(NC(=O)CC4CC4)ccc3O[C@H]2[C@@H](CO)O1)NCc1ccccc1F	-3.0	19.2	1.1	3.9[16.7 µM]	1.7	-3.6	1.8
CSc1cc(C)c(OCC(=O)Nc2c(C)nn(C)c2C)c(C)c1	-3.1	-2.4	-1.8	5.5	-0.7	-2.7	-4.8
CS(=O)(=O)N1[C@@H]2c3ccc(C4=CCCCC4)c(=O)n3C[C@@H]2[C@@H](CO)[C@@H]1C(=O)NCc1ccncc1	-0.5	1.3	1.8	-6.1[16.7 µM]	-1.5	2.3	-0.3
O=C(N/N=C/c1ccccn1)c1cccc([N+](=O)[O-])c1	6.6	-3.5	-0.3	.	-2.2	-1.5	1.5
O=C(NCC1CCCO1)c1ccc(COc2ccc(Cl)cc2)cc1 (stereo not drawn)	3.0	0.2	0.6	.	-3.2	3.1	-0.5
COc1ccc(S(=O)(=O)N(C)C[C@@H]2Oc3ccc(NC(=O)Cn4cnnn4)cc3CC(=O)N([C@@H](C)CO)C[C@@H]2C)cc1	15.8	1.0	0.2	-6.7[16.7 µM]	-0.3	-5.7	-1.3
COc1ccc(C2C3=C(CCCC3=O)N(CC(=O)O)C3=C2C(=O)CCC3)cc1Cl	7.3	0.4	17.0	-7.2	-0.5	-23.5	30.9*
CCN1C[C@@H]2[C@@H]3C(=O)N(Cc4ccccc4)C(=O)[C@@H]3[C@](C)(C1=O)N2C(=O)c1ccc(C(C)(C)C)cc1	-2.9	7.2	1.8	-1.4	1.7	-4.1	0.4
Cc1nc(CC(=O)N/N=C/c2ccc(OCC(=O)O)cc2)cs1	0.0	1.6	12.9	.	2.3	-6.9	.
Nc1nc2n(n1)C(c1ccccc1)CC(c1ccc(F)cc1)N2 (stereo not drawn)	3.4	-4.3	0.2	3.2	-0.9	-3.6	1.0

(next part)
SMILES	DENV2 CPE	ERp5 block	CASP6 VEID inh	miR-122 sensor	CFTR F508del cor	SIRT5 block	ERAP1 HTS inh
C[C@@H]1CN([C@H](C)CO)C(=O)Cc2cc(NC(=O)Nc3ccc4c(c3)OCO4)ccc2O[C@@H]1CN(C)S(=O)(=O)c1ccccc1	1.3	2.9	-3.9	0.4[16.7 µM]	-0.2	1.6	5.6
Cc1cccc(NC(=O)c2nc[nH]c2C(=O)Nc2ccccc2[N+](=O)[O-])c1	-3.7	-2.0	2.1	.	2.0	-1.8	2.9
Nc1ccn(C2CCCO2)c(=O)n1 (stereo not drawn)	9.9	4.6	-1.3	.	-0.7	-2.5	0.1
COc1ccc(NC(=O)C#Cc2ccccc2)cc1	-4.7	-1.2	7.8	-8.0	-6.3	4.4	-7.3
O=C(CCCCCn1nnc2ccccc2c1=O)Nc1ccccc1Cl	-1.4	-0.1	0.7	.	-0.9	0.9	-3.3
COc1cccc(C#Cc2ccc([C@H]3[C@@H](CO)N(C(=O)C4CCC4)[C@H]3C#N)cc2)c1	-5.0	-0.6	0.0	.	4.0	-3.7	-0.3
COc1cccc(-c2nnc(SCC(=O)N3CCCC3=O)n2-c2ccccc2)c1	-0.4	-1.6	0.6	-6.9	1.7	-1.5	3.1
CCc1nc2c(OCc3ccc(Cl)cc3Cl)cccn2c1N(C)C(=O)c1ccccc1F	-5.4	3.3	-0.5	-25.7	-1.3	.	1.4
CC(OC(=O)c1cc[n+]([O-])cc1)C(=O)NCc1ccccc1 (stereo not drawn)	-4.7	-4.2	0.3	.	-5.9	0.4	-3.3
CCCCNc1c(-c2ccc(Sc3ccc(OC)cc3)cc2)nc2cc(C)ccn12	82.1*	2.9	-3.5	-1.3	2.3	.	.
N/C(=N\OC(=O)c1ccc2ccccc2c1)c1ccccn1	7.5	-0.1	-1.5	-9.7	-3.2	-2.3	-0.1
CCC(=O)Nc1ccc2c(c1)Cc1cc(NC(=O)CC)ccc1-2	5.0	2.5	-3.1	-5.6	4.9	-0.1	-1.8
CCN(CC)c1ccc(C(=O)OCC(=O)Nc2ncccn2)cc1	8.4	2.8	-4.6	-3.0	-3.3	.	-1.0
CCOC(=O)C1CCCN(/C=C2\SC(=S)N(CC)C2=O)C1 (stereo not drawn)	1.6	.	0.0	.	1.9	0.1	3.3
CCn1c(/C=N/NC(=O)c2ccc(OC)cc2)nc2ccccc21	-0.6	-0.4	-1.1	.	.	1.3	2.8
Cc1ccc(S(=O)(=O)N2CCC(C(=O)OCC(=O)N3CCCC(C)C3)CC2)cc1C (stereo not drawn)	0.1	-1.4	0.3	.	-2.8	-4.2	-0.3
CC(C)n1ncc2c(C(=O)NCCc3ccc(F)cc3)cc(C3CC3)nc21	16.0	0.8	0.8	10.4	-1.9	-11.3	-1.2
Cc1ccccc1-c1ccc2c(c1)[C@@H]1C[C@H]3[C@@H](CN1CC2)[C@H](C)OC(c1ccccc1)N3C (stereo partly drawn)	17.6	-2.6	-2.4	.	0.4	-4.1	-0.9
O=C(C1CCCCC1)N1C[C@H]2[C@@H](c3ccccc31)[C@@H](CO)N2CC1CCOCC1	2.0	-4.7	3.8	-9.5[16.7 µM]	-1.3	9.7	-2.8
CN(C1CCCCC1)S(=O)(=O)c1cccc2nsnc12	-5.3	1.8	-2.7	-4.4	0.3	1.5	0.7
Cc1ccc(N=C2NC(=O)/C(=C\c3cccs3)S2)cc1C	4.3	3.4	-3.2	.	.	-2.5	1.8
COc1ccc(C(C#N)CC(=O)c2ccc(OC)c(OCc3ccccc3)c2)cc1OC (stereo not drawn)	10.7	-5.0	0.8	.	-2.0	-0.5	2.7
Clc1ccccc1Cc1noc(CN2CCN3CCCC3C2)n1 (stereo not drawn)	0.1	4.0	-5.1	.	-3.0	-2.3	-4.1
C[C@H]1CN([C@@H](C)CO)C(=O)c2cccc(NS(C)(=O)=O)c2O[C@H]1CN(C)C(=O)Nc1cccc2ccccc12	-0.3	-1.8	10.3	-0.2[16.7 µM]	2.5	11.9	-6.2
COc1cc(-c2cc3nc4ccccc4n3c(N)c2C#N)cc(OC)c1OC	1.1	4.2	-1.1	7.5	0.6	1.6	0.3

Reprinted from the part before: five entries; new compounds follow.
SMILES	DENV2 CPE	ERp5 block	CASP6 VEID inh	miR-122 sensor	CFTR F508del cor	SIRT5 block	ERAP1 HTS inh
Cc1ccc(N=C2NC(=O)/C(=C\c3cccs3)S2)cc1C	4.3	3.4	-3.2	.	.	-2.5	1.8
COc1ccc(C(C#N)CC(=O)c2ccc(OC)c(OCc3ccccc3)c2)cc1OC (stereo not drawn)	10.7	-5.0	0.8	.	-2.0	-0.5	2.7
Clc1ccccc1Cc1noc(CN2CCN3CCCC3C2)n1 (stereo not drawn)	0.1	4.0	-5.1	.	-3.0	-2.3	-4.1
C[C@H]1CN([C@@H](C)CO)C(=O)c2cccc(NS(C)(=O)=O)c2O[C@H]1CN(C)C(=O)Nc1cccc2ccccc12	-0.3	-1.8	10.3	-0.2[16.7 µM]	2.5	11.9	-6.2
COc1cc(-c2cc3nc4ccccc4n3c(N)c2C#N)cc(OC)c1OC	1.1	4.2	-1.1	7.5	0.6	1.6	0.3
CCOC(=O)c1cc2c(C)n(-c3ccc(OCC)cc3)c(C)c2cc(C(=O)OCC)c1=O	.	0.5	3.3	.	.	-0.2	1.1
CC1=Nc2ccccc2/C1=C\c1sc(Nc2ccc(C)cc2)nc1O	-5.9	2.8	-0.3	.	.	-1.2	2.7
Cc1ccc(S(=O)(=O)N(C)C[C@@H]2Oc3c(NC(=O)Nc4ccccc4)cccc3C(=O)N([C@@H](C)CO)C[C@@H]2C)cc1	-0.7	-3.9	-0.5	-5.0[16.7 µM]	-6.9	-1.2	1.4
O=C(CSc1ccc(F)cc1)NC(=O)c1ccccc1	?	-1.0	0.3	-9.4	-1.9	.	-0.7
C[C@H]1CN([C@@H](C)CO)C(=O)Cc2cc(NC(=O)c3ccncc3)ccc2O[C@@H]1CN(C)C	14.3	-2.3	-0.6	11.2[16.7 µM]	-2.8	-6.8	0.8
C[C@H](CO)N1C[C@H](C)[C@@H](CN(C)S(=O)(=O)c2ccc(Cl)cc2)OCc2ccccc2-c2ccccc2C1=O	-3.9	2.8	6.3	.	-0.3	.	0.1
CCOC(=O)N1CCC(NC(=O)C2CCN(C(=O)c3cc4oc(C)cc4n3Cc3c(F)cccc3Cl)CC2)CC1	14.8	2.4	3.2	.	.	4.5	-1.4
C[C@H](CO)N1C[C@H](C)[C@H](CN(C)S(C)(=O)=O)Oc2ncc(C#CC3CCCCC3)cc2C1=O	10.6	4.7	2.2	33.1[16.7 µM]	0.5	1.0	0.2
O=C(O)c1cn(Cc2ccccn2)c(=O)c2ccccc12	1.5	0.6	1.6	.	0.7	-4.6	-1.7
CN(C)CC#Cc1ccc([C@@H]2[C@@H](CO)N3CCCCN(C(=O)C4CC4)C[C@@H]23)cc1	-8.1	2.8	3.2	-25.1[16.7 µM]	-0.7	8.7	0.7
C[C@@H]1CN([C@H](C)CO)C(=O)Cc2cc(NC(=O)C3CCCCC3)ccc2O[C@@H]1CN(C)S(C)(=O)=O	14.9	5.1	-1.2	0.1[16.7 µM]	-0.4	0.3	-0.4
CN1CCN(C(=O)C[C@H]2CC[C@@H]3[C@H](COC[C@H](O)CN3C(=O)Nc3ccc(Cl)cc3)O2)CC1	-9.2	-5.8	-0.1	-4.0[16.7 µM]	-1.8	-1.8	1.7
O=C(NCc1cc(C(F)(F)F)ccc1Cl)c1cccc2c1C(=O)c1ccc(N3CCOCC3)cc1S2(=O)=O	-4.0	6.9	-2.0	-2.5	-0.7	.	-2.0
COc1cccc(C2C(C(=O)c3cccs3)=C(O)C(=O)N2CCN2CCOCC2)c1OC (stereo not drawn)	3.0	-8.0	-2.4	16.1	0.9	-1.4	1.1
